DRD3 antagonist – antagonists of human D3 dopamine receptor. P35462. D3R cells, DiscoveRx beta-arrestin luminescence, antagonist mode; active compounds read low. max response, negative = inhibition, %. 2.5% of 360,000 active. AID 652054; in the data active means max response below about -50%; inconclusive means no clear call, values can overlap the other calls; further: on the % scale 0 is the no-effect control and ±100 the full control effect; mostly tested at two doses, the higher about 12 µM
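Cells plated overnight at 1500 cells/well, then exposed to library compounds with dopamine controls for 90 minutes at 37 degrees C. DiscoveRx reagent added for 30–60 minutes at room temperature; luminescence read, quantitative HTS format.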
GLP-1R inv ag – acts as inverse agonist at human GLP-1 receptor; P43220; HEK293 GLP-1R CRE-luciferase, luminescence, 24 h; GLP-1R form is constitutively active; Potency, µM (titrated, usually from 38.3 µM), without a hit: top-dose activity change, negative = inhibition, hits mostly inhibitors; 1.6% of 410,000 active; AID 624417; further: potency means the concentration at half of the fitted maximal effect; on the % scale 0 is the no-effect control and ±100 the full control effect; nearly all actives have a fitted effect of over 55% in size
Target sequence (P43220 whole entry, looked up): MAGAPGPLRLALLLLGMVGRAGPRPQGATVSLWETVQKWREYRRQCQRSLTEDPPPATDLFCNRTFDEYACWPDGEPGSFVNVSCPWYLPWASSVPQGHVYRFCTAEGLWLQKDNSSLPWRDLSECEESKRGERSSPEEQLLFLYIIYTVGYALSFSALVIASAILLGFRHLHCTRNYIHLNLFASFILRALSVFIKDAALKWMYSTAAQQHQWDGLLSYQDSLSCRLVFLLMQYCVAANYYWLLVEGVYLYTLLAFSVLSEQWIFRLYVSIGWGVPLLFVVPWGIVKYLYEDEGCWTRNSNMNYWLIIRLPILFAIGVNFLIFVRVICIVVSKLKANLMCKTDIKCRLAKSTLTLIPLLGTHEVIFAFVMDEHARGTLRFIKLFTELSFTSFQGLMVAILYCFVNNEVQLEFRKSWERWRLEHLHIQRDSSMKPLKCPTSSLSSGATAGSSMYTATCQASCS
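HEK293 cells stably co-expressing constitutively active GLP-1R and a cAMP-responsive luciferase reporter were seeded in DMEM with 10% Nu serum, given compounds after 12 h, and incubated 24 h at 37 deg C. Luminescence was then read.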
PTHR1 agonist – agonists of human PTHR1 parathyroid hormone receptor; Q03431; HEK293 GP2 PTHR1 cells, GloSensor cAMP luminescence, 1 h; Potency, µM (highest dose often 115 µM), without a hit: at the highest dose activation, actives largely listed as activators; 0.075% of 410,000 active; AID 743266; further: potency means the concentration at half of the fitted maximal effect; nearly all actives have a fitted effect of over 55% in size; some results filed as inactive show a strong effect at the top dose; inactives centre near -15; many of its hits are not listed in these tables
Target sequence (Q03431 whole entry, looked up): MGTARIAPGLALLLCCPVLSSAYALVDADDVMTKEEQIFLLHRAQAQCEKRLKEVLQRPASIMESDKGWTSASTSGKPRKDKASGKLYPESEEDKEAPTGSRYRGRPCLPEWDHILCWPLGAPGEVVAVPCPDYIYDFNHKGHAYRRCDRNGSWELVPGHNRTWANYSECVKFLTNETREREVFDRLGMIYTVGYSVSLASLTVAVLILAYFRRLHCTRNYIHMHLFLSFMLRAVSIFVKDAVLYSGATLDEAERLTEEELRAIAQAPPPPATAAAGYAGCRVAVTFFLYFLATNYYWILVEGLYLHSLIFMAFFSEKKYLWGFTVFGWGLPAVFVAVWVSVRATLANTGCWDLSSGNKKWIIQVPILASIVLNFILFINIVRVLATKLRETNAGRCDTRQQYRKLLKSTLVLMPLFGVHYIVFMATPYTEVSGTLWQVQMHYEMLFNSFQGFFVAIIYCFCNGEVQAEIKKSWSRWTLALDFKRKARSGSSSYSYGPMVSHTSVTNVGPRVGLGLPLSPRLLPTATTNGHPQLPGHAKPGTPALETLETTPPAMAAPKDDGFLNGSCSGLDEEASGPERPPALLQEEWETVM
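HEK-293-derived GP2 cells expressing PTHR1 and a GloSensor cAMP reporter, 3,000/well, plated overnight, given luciferin plus IBMX (each 0.5 mM as added) for 1 h at 37 °C, then compound for 1 h at 37 °C. Luminescence was read after 15 min at room temperature.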
HEK293 tox – cytotoxicity in counter-screen for GLP-1R inverse agonists; HEK293 cAMP-luciferase reporter cells, luminescence, 24 h; Potency, µM (series often up to 38.3 µM), for the others: at the highest dose activity change, negative = inhibition, most hits filed as inhibitors; 0.13% of 410,000 active; AID 624418;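 further: loss of luciferase light is scored as toxicity; potency means the concentration at half of the fitted maximal effect; on the % scale 0 is the no-effect control and ±100 the full control effect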
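Cells in DMEM/10% Nu serum/1% pen-strep, 1536-well format. Pre-incubated 12 h, dosed with 23 nL compound, incubated a further 24 h. Luciferase detection, 12 min at room temp, luminescence.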
GLP-1R agonist – GLP-1 receptor (human) agonism | P43220 | 0.007% of 380,000 active | AID 624172 | HEK293 GLP-1R CRE-luciferase, luminescence, 4-6 h; cells express a hypersensitive GLP-1R form | Potency, µM (series often up to 45.6 µM), without a hit: top-dose activation, usual class: activators; further: potency means the concentration at half of the fitted maximal effect; % of control where 0% means no effect
TDP43 rescue – rescues yeast growth from TDP-43 toxicity. TDP-43 expressing yeast growth rescue, BacTiter-Glo, 24 h. Potency, µM (series often up to 46.1 µM), without a hit: at the top dose growth rescue (activation), hits mostly activators. 1.8% of 410,000 active; further: potency means the concentration at half of the fitted maximal effect; % of control where 0% means no effect; nearly all actives have a fitted effect of over 50% in size
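Luminescence from BacTiter-Glo reports growth of TDP-43-expressing yeast after 24 hr at 30 deg C with compound. Cells were raffinose-pregrown to mid-log, then seeded in galactose medium at OD600=0.02.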
KB-V1 cytotox – KB-V1 MDR subline cytotoxicity | KB-V1 MDR cells viability, CellTiter-Glo, 72 h | Potency, µM (doses to about 46.1 µM), for inactives: top-dose activity change, negative = cytotoxicity, usual class: cytotoxic | 3.4% of 400,000 active; further: potency means the concentration at half of the fitted maximal effect; on the % scale 0 is the no-effect control and ±100 the full control effect; nearly all actives have a fitted effect of over 60% in size
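Cytotoxicity via CellTiter-Glo luminescence after 72 h compound exposure at 37 degrees C. Cells: drug-selected KB-V1 line, DMEM phenol-red free plus 10% FBS. Compounds tested at multiple concentrations; normalized data fitted to concentration-effect curves.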
aSyn rescue – inhibitors of alpha-synuclein toxicity in yeast; Yeast expressing alpha-synuclein, growth rescue, BacTiter-Glo, 24 h; Potency, µM (doses to about 46.1 µM), without a hit: at the top dose growth rescue (activation), most hits filed as activators; 0.14% of 370,000 active; AID 652106; further: potency means the concentration at half of the fitted maximal effect; % of control where 0% means no effect; nearly all actives have a fitted effect of over 65% in size
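Screening used galactose-induced yeast with toxic alpha-synuclein levels, exposed to compound for 24 hr at 30 deg C. Cell growth, read with BacTiter-Glo luminescence, gave the measured signal.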
DRD3 agonist – activates the human D3 dopamine receptor; max activation, %; D3R DiscoveRx beta-arrestin cells, luminescence, 90 min; P35462; AID 652048; 0.58% of 410,000 active; in the data active means max activation above about 30%; further: 0% is about no effect; mostly tested at two doses, the higher about 12 µM
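Agonist-mode cell screen: cells plated at 1500/well and incubated overnight at 37 °C, then exposed to library compounds for 90 min at 37 °C. Detection reagent was added for 30–60 min at room temperature, and luminescence was read.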
* hit, by the source's call; i = inactive; ? = inconclusive; . = no result given; & = joins results of further samples; [ ] = remark or other dose. Unless noted, the call rests on the fitted dose curve; in most records, active means well fitted curve in the direction sought with a large enough effect; inconclusive means small, poorly fitted or top-dose-only effect, or another doubt; inactive means no such curve, though single readings can be large; an effect the other way counts as inactive or inconclusive. A portion of the library. The share of hits here may be higher or lower than overall.

SMILES	DRD3 antagonist	GLP-1R inv ag	PTHR1 agonist	HEK293 tox	GLP-1R agonist	TDP43 rescue	KB-V1 cytotox	aSyn rescue	DRD3 agonist
COc1ccccc1C(=O)N1c2ccccc2C(C)(c2ccc(Cl)cc2)CC1(C)C (stereo not given)	.	?	-37%[inhibitor]	-8%	.	1%	.	.	-11
COc1cc(C)ccc1OCc1cc(C(=O)NC(C)Cn2cncn2)no1 (stereo not given)	5	3%	-12%	2%	0%	17%	4%	4%	4
O=C(C1CCCN(S(=O)(=O)c2cccs2)C1)N1CCN(C2CCCCC2)CC1 (stereo not given)	3	-7%	-17%	4%	13%	0%	-4%	1%	-6
C=CCN(C(=O)CCC(=O)O)C1CC(=O)N(c2ccc(OC)cc2)C1=O (stereo not given)	26	5%	i	-10%	-10%	-2%	28%	4%	6
Fc1ccc(NCc2ccccc2-c2nnc(-c3ccccc3Cl)o2)cc1Cl	.	16%	i	3%	.	13%	4%	.	8
Cc1ccc(NC(=O)CSc2nnc(Cc3cccn3C)n2-c2ccc(F)cc2)c(C)c1	1	-25%	i	-18%	2%	18%	-14%	-1%	3
O=C(NC1CCCC1)C(c1ccccc1F)N(C(=O)c1csnn1)c1ccccc1 (stereo not given)	-3	-3%	i	-3%	7%	0%	?	9%	-4
COc1ccc(-c2cc(C(=O)Nc3ccc(S(=O)(=O)Nc4ncccn4)cc3)c3ccccc3n2)cc1	-7	1%	-36%[inhibitor]	3%	-4%	-1%	-5%	-10%	7
CCOC(=O)C1CCCN(CC(=O)/C=C2/N(C)c3ccccc3C2(C)C)C1 (stereo not given)	-6	?	-29%[57.5 µM]	-13%	-2%	-4%	-18%	-14%	-10
Cn1cc(Cl)cc(C(=O)Nc2ccccc2)c1=O	-6	9%	-8%	3%	4%	-1%	6%	-6%	-2
NC(=O)c1ccsc1NC(=O)CS(=O)(=O)c1ccccc1	5	19%	-1%	0%	0%	19%	14%	4%	-4
Nc1ccccc1C(=O)Nc1nccs1	4	14%	-2%	50%[activator]	4%	-12%[0.397 µM]	-7%	0%	-2
CC/C(C)=N/Nc1nc(-c2cc3cccc(OC)c3oc2=O)cs1	20	?	-26%	0%	7%	3%	-21%	6%	24
O=C(O)C1CC=CCC1C(=O)Nc1ccc(F)c(F)c1 (stereo not given)	5	19%	i	1%	-4%	9%	18%	3%	1
COC(=O)c1c(O)c2c([nH]c1=O)CCCC2	-29	10%	-34%[inhibitor][57.5 µM]	11%	0%	-7%	13%	4%	-2
CC[C@]12c3[nH]c4ccc(OC)cc4c3CCN1C(=O)C(CC(=O)NCc1cccc(C(F)(F)F)c1)C[C@@H]2C(=O)N1CCN(C(=O)c2ccco2)CC1 (stereo not given in full)	0	-14%	i	-5%	-2%	13%	?	3%	-27
CCOC(=O)c1c(/N=C/c2cc(C)ccc2O)sc2c1CCN(C)C2	-54*	6%	i	1%	3%	11%	0%	-1%	-35
Cc1cc(C(=O)NCCN2CCOCC2)c2ccccc2n1	-4	0%	-20%	8%	-5%	8%	?	-10%	-2
Cc1ccc(S(=O)(=O)NCCC(=O)OCC(=O)NCCc2ccccc2)cc1C	-25	2%	-22%	-4%	-12%	?	0%	0%	1
CCOC(=O)C(=O)/C(C#N)=C/Nc1ccccc1	-57*	0%	-5%	9%	-2%	11%	?	-5%	1
COc1ccc(C(C(=O)NC(C)(C)C)N(C(=O)CNC(=O)c2cccs2)c2ccc(NC(C)=O)cc2)cc1OC (stereo not given)	7	15%	i	12%	2%	-24%	24%	1%	8
COc1ccc(N(CCC(=O)O)S(=O)(=O)c2ccc(C)c(C)c2)cc1	4	13%	-3%	-1%	2%	-3%	12%	5%	3
CCc1nnc(SC(CC)C(=O)Nc2cccc(OC)c2)c2cc3oc(C)cc3n12 (stereo not given)	.	9%	-11%	-13%	.	10%	.	.	2
CNCC(O)Cn1c2c(c3ccccc31)CCCC2 (stereo not given)	4	?	i	2%	0%	7%	0%	-1%	1
CCCn1c(C(O)c2ccc(OCC)cc2)nc2ccccc21 (stereo not given)	2	?	-16%	-6%	-3%	17%	-8%	0%	-2
O=C(CSc1ccc2nnc(-c3ccc(F)cc3)n2n1)NCC1CCCO1 (stereo not given)	-25	4%	i	0%	-4%	-15%	-2%	0%	-2
Cc1c(C#N)c(=O)oc2ccc3ccccc3c12	5	11%	i	-15%	-6%	23%	-6%	12%	1
Oc1ccc(-c2csc(-c3cccnc3)n2)cc1O	-26	81%[activator]	-53%[inhibitor]	?	17%	1%	?	0%	15
Cc1ccc(N(CC2CO2)S(=O)(=O)c2ccccc2[N+](=O)[O-])cc1 (stereo not given)	3	5%	-1%	-22%	5%	-3%	3%	-4%	26
CCn1c(SCC(=O)Nc2nc(C)c(C)s2)nnc1-c1cccs1	13	-2%	-87%[inhibitor]	24%	22%	26%	?	10%	0
CCOc1ccccc1C(C(=O)NC1CCCCC1)N(C(=O)c1csnn1)C1CC1 (stereo not given)	0	5%	i	-5%	5%	-13%	-13%	-1%	-7
COC(=O)C1=C(N)OC2=C(C(=O)CC(C)(C)C2)C1c1cccnc1 (stereo not given)	-26	5%	-10%	21%	3%	3%	-9%	-8%	-6
COC(=O)C(CCSC)NC(=O)CNS(=O)(=O)c1ccc(Br)cc1 (stereo not given)	?	0%	i	-3%	0%	2%	6%	0%	-3
CCOc1ccc(C(CC(=O)O)NC(=O)C23CC4CC(CC(C4)C2)C3)cc1 (stereo not given)	21	1%	-4%	1%	-10%	-3%	2%	2%	4
COc1ccc(CCNS(=O)(=O)c2cc(-c3cc(C)no3)ccc2OC)cc1OC	.	3%	i	0%	.	3%	-11%	.	-8
CCCC1O[C@@H]2CC3C4CCC5=CC(=O)C=C[C@]5(C)C4C(OC(C)=O)C[C@]3(C)[C@]2(C(=O)COC(C)=O)O1 (stereo not given in full)	25	?	-4%[57.5 µM]	-23%	1%	4%	0%	14%	3
CCOC(=O)c1ccccc1NC(=O)CSc1nc2[nH]ncc2c(=O)[nH]1	13	14%	i	5%	-1%	12%	5%	1%	8
CN(C)C(=O)[C@H]1C[C@H]1[C@@H](O)[C@H](CO)NC(=O)[C@H](Cc1ccccc1)NC(=O)OC(C)(C)C	-20	4%	-16%	14%	0%	22%	1%	-6%	19
CCN(CC)C(=S)Nc1ccc(Cl)c(Cl)c1	-14	?	i	-9%	2%	?	23µM*	-22%	-4
S=C(NCCC(c1ccccc1)c1ccccc1)Nc1ccccc1Cl	68	?	i	?	-3%	10%	-15%	0%	-16
CC1CCN(S(=O)(=O)c2ccc3nc(Nc4cccc(C(F)(F)F)c4)ccc3c2)CC1	.	?	?	?	.	0%	.	.	5
O=C(OCc1nc2ccc(Cl)cc2n1CCO)c1ccc2c(c1)OCO2	-7	7%	i	71%[activator]	10%	-17%	-14%	-1%	-3
CCOc1ccc(CN2CCNC(=O)C2CC(=O)O)cc1 (stereo not given)	-21	0%	-2%	-26%	4%	-26%	24%	-1%	-6
Cc1ccc(NC(=O)CSc2nc(C3CCCC3)nc3c2c(=O)n(C)c(=O)n3C)c(C)c1	.	3%	-3%	17%	.	-2%	-3%	.	9
O=C(Cn1c(=O)c2cccn2c2ccccc21)NCCc1ccccc1	-5	3%&10%	-25%	14%&4%	-4%	-1%&6%	-2%	0%	3&6
O=C(Cc1ccccc1)Nc1ccc(NC(=O)c2ccccc2)nc1	-2	?	i	1%	4%	14%	?	9%	-12
O=C(Oc1ccccc1C(=O)N1CCOCC1)c1ccccc1	-9	-8%	-6%[57.5 µM]	2%	-10%	-10%	26%	4%	-7
Cc1ccc(N=C(NO)c2nonc2N)c(C)c1	-10	-1%	i	-14%	19%	-18%	7%	1%	-8
CCCN1CNC(=S)N(c2cccc(C)c2)C1	0	-12%	i	-12%	3%	-4%	4%	10%	5
Cc1nccn1CCCNC(=O)CC1C(=O)NCCN1Cc1ccc(Cl)c(F)c1 (stereo not given)	-1	12%	i	0%	6%	10%	20%	3%	-2
CC1CCC2(CC1)NC(=O)N(NC(=O)c1cccs1)C2=O (stereo not given)	11	13%	i	-16%	-1%	15%	0%	1%	8
O=S1(=O)[C@H]2C[C@@H]3C=C[C@@]2(CN1Cc1cccc(F)c1)O3	0	-12%	-21%	12%	-4%	18%	6%&9%	-4%	-5
CC(C)(C)c1ccc(OCc2nnc(-c3ccccc3)o2)cc1	.	?	-55%	25%	.	-6%	-37%	.	-2
CC(=O)/C=C/c1ccccc1Oc1c(F)c(F)nc(F)c1F	-23	?	-71%[inhibitor]	?	7%	?	-15%	-1%	-14
Cc1ccc(/C=C(\C#N)c2nc(-c3cc4c(ccc5ccccc54)oc3=O)cs2)cc1	.	5%	-5%	2%	.	-4%	?	.	-7
CCOC(=O)CSc1nnc(Cc2ccccc2)n1-c1cccc(Cl)c1	-27	?	i	-4%	6%	2%	0%	4%	-7

In another format: entries from further up.
SMILES | DRD3 antagonist | GLP-1R inv ag | PTHR1 agonist | HEK293 tox | GLP-1R agonist | TDP43 rescue | KB-V1 cytotox | aSyn rescue | DRD3 agonist
CCOC(=O)CSc1nnc(Cc2ccccc2)n1-c1cccc(Cl)c1 | -27 | ? | i | -4% | 6% | 2% | 0% | 4% | -7
Cc1nccn1CCCNC(=O)CC1C(=O)NCCN1Cc1ccc(Cl)c(F)c1 (stereo not given) | -1 | 12% | i | 0% | 6% | 10% | 20% | 3% | -2
